# Source: PubChem BioAssay
# aSyn rescue = rescues yeast growth from alpha-synuclein toxicity; Potency, µM (top dose mostly 46.1 µM), inactives show top-dose growth rescue (activation), hits mostly activators; Yeast expressing alpha-synuclein, growth rescue, BacTiter-Glo, 24 h; AID 652106; 370,000 tested, 0.14% active; note: potency is the fitted concentration of half-maximal effect; % of control where 0% means no effect; nearly all actives have a fitted effect of over 65% in size
#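 Readout is rescue of growth in alpha-synuclein-expressing yeast, so inhibitors of toxicity appear as activators. Growth after 24 hr at 30 deg C in galactose medium is quantified by luminescence.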
# PTHR1 agonist = activates the human parathyroid hormone receptor PTHR1; Potency, µM (top dose mostly 115 µM), for inactives: top-dose activation, hits mostly activators; 410,000 tested, 0.075% active; Q03431; HEK293 GP2 PTHR1 cells, GloSensor cAMP luminescence, 1 h; note: potency is the fitted concentration of half-maximal effect; nearly all actives have a fitted effect of over 55% in size; some results filed as inactive show a strong effect at the top dose; inactives centre near -15; many of its hits are not listed in these tables
# Target sequence (Q03431 whole entry, looked up): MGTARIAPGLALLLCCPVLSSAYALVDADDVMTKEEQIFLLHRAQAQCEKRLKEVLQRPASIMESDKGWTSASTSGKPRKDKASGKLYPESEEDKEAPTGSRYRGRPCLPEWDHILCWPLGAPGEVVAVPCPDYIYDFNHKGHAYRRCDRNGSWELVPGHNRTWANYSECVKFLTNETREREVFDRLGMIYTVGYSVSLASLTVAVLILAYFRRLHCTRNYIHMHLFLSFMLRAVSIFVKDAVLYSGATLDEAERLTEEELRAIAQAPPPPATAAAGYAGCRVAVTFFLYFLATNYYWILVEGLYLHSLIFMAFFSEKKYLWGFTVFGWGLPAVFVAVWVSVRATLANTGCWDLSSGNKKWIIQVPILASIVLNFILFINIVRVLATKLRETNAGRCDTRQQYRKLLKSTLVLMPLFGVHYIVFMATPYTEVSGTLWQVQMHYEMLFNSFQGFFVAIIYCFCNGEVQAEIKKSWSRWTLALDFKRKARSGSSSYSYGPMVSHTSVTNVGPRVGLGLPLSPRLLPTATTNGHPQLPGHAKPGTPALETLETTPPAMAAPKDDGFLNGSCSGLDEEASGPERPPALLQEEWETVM
#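 HEK-293-derived GP2 cells expressing PTHR1 and a GloSensor cAMP reporter, 3,000/well, plated overnight, given luciferin plus IBMX (each 0.5 mM as added) for 1 h at 37 °C, then compound for 1 h at 37 °C. Luminescence was read after 15 min at room temperature.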
# HEK293 tox = cytotoxicity counter-screen for GLP-1 receptor inverse agonists; HEK293 cAMP-luciferase reporter cells, luminescence, 24 h; Potency, µM (top dose mostly 38.3 µM), without a hit: at the highest dose activity change, negative = inhibition, most hits filed as inhibitors; 410,000 tested, 0.13% active; AID 624418;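 note: loss of luciferase light is scored as toxicity; potency is the fitted concentration of half-maximal effect; % is set by controls: 0 for no effect and ±100 for the full control effect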
#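 Luminescence readout: signal drop marks cytotoxicity. Plated cells grew 12 h at 37 °C, 5% CO2, received 23 nL compound for 24 h, then got luciferase reagent, read after 12 min at RT.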
# TDP43 rescue = inhibitors of TDP-43 toxicity in yeast; TDP-43 expressing yeast growth rescue, BacTiter-Glo, 24 h; 410,000 tested, 1.8% active; Potency, µM (top dose mostly 46.1 µM), inactives show at the top dose growth rescue (activation), usual class: activators; AID 652104; note: potency is the fitted concentration of half-maximal effect; % of control where 0% means no effect; nearly all actives have a fitted effect of over 50% in size
#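 Cell-based yeast growth screen: TDP-43 expression induced in galactose, inoculum OD600=0.02 after raffinose pregrowth to mid-log. Read-out BacTiter-Glo luminescence at 24 hr, 30 deg C; inhibition of toxicity seen as signal increase.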
# GLP-1R inv ag = GLP-1 receptor (human) inverse agonism. HEK293 GLP-1R CRE-luciferase, luminescence, 24 h; GLP-1R form is constitutively active. Potency, µM (doses to about 38.3 µM), without a hit: at the highest dose activity change, negative = inhibition, hits mostly inhibitors. 410,000 tested, 1.6% active. AID 624417; note: potency is the fitted concentration of half-maximal effect; % is set by controls: 0 for no effect and ±100 for the full control effect; nearly all actives have a fitted effect of over 55% in size
# Target sequence (P43220 whole entry, looked up): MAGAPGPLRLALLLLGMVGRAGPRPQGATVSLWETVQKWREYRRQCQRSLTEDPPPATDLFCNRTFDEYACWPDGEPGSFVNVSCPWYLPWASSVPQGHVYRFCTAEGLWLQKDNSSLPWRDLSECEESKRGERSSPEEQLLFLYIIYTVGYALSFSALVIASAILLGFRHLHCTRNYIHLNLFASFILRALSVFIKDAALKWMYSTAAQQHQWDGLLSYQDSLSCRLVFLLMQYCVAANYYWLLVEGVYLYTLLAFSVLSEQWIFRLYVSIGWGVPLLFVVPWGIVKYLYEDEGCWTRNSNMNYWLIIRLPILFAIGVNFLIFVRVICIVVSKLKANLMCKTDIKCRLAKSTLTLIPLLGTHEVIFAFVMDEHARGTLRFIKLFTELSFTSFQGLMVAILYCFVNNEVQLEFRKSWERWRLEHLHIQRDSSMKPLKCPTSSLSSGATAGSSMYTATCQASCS
#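 HEK293 cells stably co-expressing constitutively active GLP-1R and a cAMP-responsive luciferase reporter were seeded in DMEM with 10% Nu serum, given compounds after 12 h, and incubated 24 h at 37 deg C. Luminescence was then read.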
# Akt phos inh = inhibitors of Akt phosphorylation; Neuro2A IGF-stimulated pAkt S473 HTRF, 20 min; stronger effect = lower value; activity change, % for hits at 50 µM; 360,000 tested, 0.32% active; AID 651550; in the data active = activity change below about -80%; inconclusive = mostly about -51% to -80%; note: % is set by controls: 0 for no effect and ±100 for the full control effect
#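 Neuro2A cells (4,500/well, DMEM with 0.5% FBS) were treated with compound at a single 50 µM final concentration, stimulated with 6 nM IGF for 20 min at 37 °C, and lysed. Phospho-Akt Ser473 was read by HTRF as 665/615 ratio ×10^4.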
# MmCpn inh = blocks the Methanococcus maripaludis chaperonin Mm-Cpn. purified Mm-Cpn ATPase, ADP Transcreener TR-FRET. Potency, µM (highest dose often 76.9 µM), for inactives: at the highest dose activity, negative = inhibition, most hits filed as inhibitors. 330,000 tested, 0.031% active. AID 504842; note: potency is the fitted concentration of half-maximal effect; % is set by controls: 0 for no effect and ±100 for the full control effect; nearly all actives have a fitted effect of over 80% in size
#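 Purified archaeal chaperonin (25 nM final) was preincubated with compound for 10 min at 37°C, then ATP (10 uM final) was added for 30 min at 37°C in Tris pH 7.4/KCl/MgCl2/DTT buffer. ADP was quantified by HTRF Transcreener TR-FRET.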
# Abeta yeast res = compounds reversing amyloid beta toxicity in yeast. yeast expressing A-beta42, growth rescue, OD600, 48 h; response scale: 0% DMSO, 100% iron-clioquinol control. Potency, µM (top dose mostly 46.1 µM), inactives show top-dose growth rescue, actives largely listed as activators. 410,000 tested, 0.063% active. AID 1347071; note: potency is the fitted concentration of half-maximal effect; nearly all actives have a fitted effect of over 55% in size
#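 Growth rescue measured by 600 nm absorbance after 48 h yeast culture at 30 C with compound. Values normalized between DMSO and an equimolar ferric chloride plus clioquinol control.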
# FUS yeast rescue = suppressors of FUS proteinopathy in yeast; S. cerevisiae FUS-expressing, growth rescue, OD600, 24 h; Potency, µM (titrated, usually from 76.6 µM), without a hit: at the highest dose growth rescue (activation), most hits filed as activators; 390,000 tested, 0.24% active;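 note: potency is the fitted concentration of half-maximal effect; plate controls were DMSO vehicle for no effect and reference control for full effect; nearly all actives have a fitted effect of over 55% in size; some results filed as inactive show a strong effect at the top dose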
#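 Yeast FUS proteinopathy model; galactose-induced FUS (2%), starting OD 0.005. Cpds in dilution series, 24hr, 30C, 99% humidity. Abs 600 nm growth. Pos ctrl CP55940 (top 92uM final); neg ctrl DMSO.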
# Starred values were filed as active, the others as inactive; i = inactive; ? = inconclusive; / = no result given; [ ] = another dose, or the depositor's remark. Unless noted, calls come from the whole dose curve; as a rule, active = well fitted curve in the direction sought with a large enough effect; inconclusive = small, poorly fitted or top-dose-only effect, or another doubt; inactive = no such curve, though single readings can be large; an effect the other way counts as inactive or inconclusive.
1: CCOC(=O)c1cc(NC(=O)/C=C\C(=O)O)ccc1Cl
2: Cc1cc(C)cc(NC(=S)N2CCN(c3ncccn3)CC2)c1
3: Cn1c(N)c(C(=O)CSc2n[nH]c(-c3ccccc3)n2)c(=O)n(C)c1=O
4: O=C(c1ccc2[nH]ccc2c1)N1CCCC(Nc2ccccc2)C1 (stereo unspecified)
5: Cc1cc(NC(=O)Cn2cnc3sc(C)c(-c4ccccc4)c3c2=O)no1
6: O=C(O)C1C=CC(C(=O)O)c2ccccc21 (stereo unspecified)
7: N#CC1=C(N)Oc2cc(N)ccc2C1C1CCCCC1 (stereo unspecified)
8: C/C=C/c1cc(CN2CCN(c3ccc(OC)cc3)CC2)c(O)c(OC)c1
Screen / compound no.	1	2	3	4	5	6	7	8
aSyn rescue	-3%	9%	-1%	5%	0%	2%	13%	-3%
PTHR1 agonist	26%	-68%[inhibitor]	9%	i	-8%[57.5 µM]	i	i	-4%
HEK293 tox	-3%	6%	-16%	-9%	2%	4%	107%[activator]	11%
TDP43 rescue	12%	-4%	-18%	-1%	17%	7%	-3%	-11%
GLP-1R inv ag	1%	-28%	13%	6%	-2%	0%	?	?
Akt phos inh	i	i	i	i	i	i	i	i
MmCpn inh	-1%	-2%	3%	-2%	0%	/	0%	0%
Abeta yeast res	-29%	6%	-4%	-3%	-4%	-6%	19%	7%
FUS yeast rescue	23%	11%	/	21%	35%	-11%	?	21%

9: CN1CCN(c2nc(-c3ccncc3)nc3ccccc23)CC1
10: Nc1ccc(SCc2nc3cccc4c3n2CCC4)cc1
11: CCOC(=O)c1c(NC(=O)Cn2nc(C(=O)O)c3ccccc3c2=O)sc(CC)c1C
12: CC(=O)c1ccc(N2C(=NC(=O)CCc3ccccc3)SC3CS(=O)(=O)CC32)cc1 (stereo unspecified)
13: Cc1ccc(Cl)cc1NC(=O)Cn1c(=O)n(CCC(=O)NCc2ccc3c(c2)OCO3)c(=O)c2sccc21
14: CC(O)(c1ccc(F)c(F)c1)c1nc(-c2ccc(F)c(Cl)c2)cs1 (stereo unspecified)
15: O=C(c1cccc(S(=O)(=O)N2CCOCC2)c1)N1CCN(C/C=C/c2ccccc2)CC1
16: COc1ccc(S(=O)(=O)N2CCCC(C(=O)Nc3ccc(NC(=O)c4ccccn4)cc3)C2)cc1 (stereo unspecified)
Screen / compound no.	9	10	11	12	13	14	15	16
aSyn rescue	-2%	-2%	-4%	-1%	/	-74%[inhibitor]	3%	-5%
PTHR1 agonist	i	-4%	-2%	i	-2%	i	i	-20%
HEK293 tox	0%	4%	-12%	-7%	-7%	-1%	-21%	-24%
TDP43 rescue	-4%	2%	0%	-19%	21%	-91%[inhibitor]	8%	-21%
GLP-1R inv ag	-24%	1%	13%	18%	8%	?	-21%	7%
Akt phos inh	i	i	i	i	/	i	i	i
MmCpn inh	-4%	2%	-1%	-2%	/	/	2%	-7%
Abeta yeast res	4%	1%	-4%	-4%	-17%	-81%[inhibitor]	2%	-1%
FUS yeast rescue	2%	-25%	4%	5%	8%	9%	/	11%

17: Cc1ccc(S(=O)(=O)CC(=O)Nc2ncc([N+](=O)[O-])s2)cc1
18: CC1=CN(S(=O)(=O)c2ccc(C)cc2)C[C@@H]2c3ccccc3N(S(=O)(=O)c3ccc(C)cc3)[C@H]12
19: COc1ccc(C)cc1S(=O)(=O)NCC(c1ccco1)N1CCc2ccccc2C1 (stereo unspecified)
20: O=C(Nc1cnccc1C(F)(F)F)NC1CCCCC1
21: OC(COc1ccc2ccccc2c1)Cn1ccnc1 (stereo unspecified)
22: COc1ccc(CCN2C(=O)CSC2=Nc2ccc(C(C)C)cc2)cc1OC
23: Cc1ccc(NC(=O)c2cc(=O)c3ccccc3o2)c(C)c1
24: CCOC(=O)CSc1nc2sc3c(c2c(=O)n1-c1ccccc1)CC(C(C)C)OC3 (stereo unspecified)
Screen / compound no.	17	18	19	20	21	22	23	24
aSyn rescue	-5%	-1%	1%	-1%	4%	18%	-2%	/
PTHR1 agonist	-30%	-32%[inhibitor]	-16%	-9%	i	-17%	-3%	-19%
HEK293 tox	?	2%	0%	9%	-12%	-16%	7%	16%
TDP43 rescue	22%	-1%	4%	6%	-5%	20%	6%	2%
GLP-1R inv ag	-10%	-3%	?	-1%	?	?	3%	-11%
Akt phos inh	i	i	i	i	i	i	i	/
MmCpn inh	1%	-1%	0%	1%	2%	-5%	1%	/
Abeta yeast res	-6%	7%	0%	13%	8%	?	-8%	-7%
FUS yeast rescue	-21%	15%	19%	-15%	-3%	42%	-10%	4%

25: Cc1nnc(SCc2nc3scc(-c4ccccc4)c3c(=O)[nH]2)s1
26: COc1ccc(Cl)cc1-c1cc(C(=O)NCc2cccc(C(F)(F)F)c2)[nH]n1
27: CCNC(=S)Nc1ccc(Cc2nc3ccccc3[nH]2)cc1
28: O=C(CCC(=O)N1CCSc2ccccc21)Nc1ccc(F)cc1
29: Cc1ccc(N(C(C)C(=O)Nc2ccc3c(c2)OCO3)S(C)(=O)=O)cc1 (stereo unspecified)
30: CCOC(=O)N1CCN(C(=O)c2sc3nc(-c4ccc(F)cc4)cn3c2C)CC1
31: CCN(C(=O)CSc1nc2ncccc2[nH]1)c1ccc(C(C)C)cc1
32: CCOC(=O)C1=C(COC(=O)CSc2ccc(C)cc2)NC(=O)NC1C (stereo unspecified)
Screen / compound no.	25	26	27	28	29	30	31	32
aSyn rescue	-4%	2%	7%	0%	-9%	0%	/	4%
PTHR1 agonist	-3%	-51%[inhibitor]	-5%	i	i	-50%[inhibitor]	-32%[inhibitor]	i
HEK293 tox	1%	-3%	-18%	0%	-13%	-13%	1%	1%
TDP43 rescue	-27%	0%	-9%	23%	12%	17%	?	2%
GLP-1R inv ag	5%	?	-9%	-28%	-29%	1%	?	1%
Akt phos inh	i	i	i	i	i	i	/	i
MmCpn inh	-4%	/	1%	0%	-1%	-3%	/	0%
Abeta yeast res	0%	10%	-1%	3%	7%	-3%	8%	10%
FUS yeast rescue	9%	-18%	13%	-18%	7%	/	4%	5%

33: COC(=O)c1ccc(/C=C(/NC(=O)c2ccccc2)C(=O)N2CCOCC2)cc1
34: Cc1nc2[nH]c(=O)c3c(n2n1)NC1=C(C(=O)CC(C)(C)C1)C3c1ccc(F)cc1 (stereo unspecified)
35: CCCOc1ccc([N+](=O)[O-])c(N)c1
36: CCOc1cccc(C(=O)Nc2ccc(NC(=O)c3ccc(Br)cc3)cc2)c1
37: O=C(NCCCl)c1ccc(OCc2ccccc2)cc1Cl
38: Oc1cccc(/C=C/c2ccc3cccc(O)c3n2)c1
39: CC12CC(c3ccccc3O1)C(C(=O)N1CCOCC1)C(=O)N2 (stereo unspecified)
40: CC(=O)NNC(=O)C(O)(c1ccccc1)c1ccccc1
Screen / compound no.	33	34	35	36	37	38	39	40
aSyn rescue	-6%	5%	18%	/	-2%	?	-10%	2%
PTHR1 agonist	i	i	-10%	-6%	19%	-50%[inhibitor]	i	i
HEK293 tox	-12%	6%	0%[1.53 µM]	9%	-12%	?	1%	-11%
TDP43 rescue	4%	7%	11%	20%	17%	13µM*	-10%	-3%
GLP-1R inv ag	0%	-4%	4%	-6%	11%	?	7%	7%
Akt phos inh	i	i	i	/	i	i	i	i
MmCpn inh	1%	2%	4%	/	0%	0%	-1%	-1%
Abeta yeast res	3%	8%	12%	-4%	-3%	?	-24%	18%
FUS yeast rescue	26%	6%	-16%	1%	-55%	23%	41%	-7%

# Five entries from above in a different format:
item | SMILES | aSyn rescue | PTHR1 agonist | HEK293 tox | TDP43 rescue | GLP-1R inv ag | Akt phos inh | MmCpn inh | Abeta yeast res | FUS yeast rescue
32 | CCOC(=O)C1=C(COC(=O)CSc2ccc(C)cc2)NC(=O)NC1C (stereo unspecified) | 4% | i | 1% | 2% | 1% | i | 0% | 10% | 5%
33 | COC(=O)c1ccc(/C=C(/NC(=O)c2ccccc2)C(=O)N2CCOCC2)cc1 | -6% | i | -12% | 4% | 0% | i | 1% | 3% | 26%
34 | Cc1nc2[nH]c(=O)c3c(n2n1)NC1=C(C(=O)CC(C)(C)C1)C3c1ccc(F)cc1 (stereo unspecified) | 5% | i | 6% | 7% | -4% | i | 2% | 8% | 6%
35 | CCCOc1ccc([N+](=O)[O-])c(N)c1 | 18% | -10% | 0%[1.53 µM] | 11% | 4% | i | 4% | 12% | -16%
36 | CCOc1cccc(C(=O)Nc2ccc(NC(=O)c3ccc(Br)cc3)cc2)c1 | / | -6% | 9% | 20% | -6% | / | / | -4% | 1%

# Carrying on.
41: CCc1nc(SCC(=O)N2CCCCC2)c2c(=O)n(C)c(=O)n(C)c2n1
42: O=C(Cc1ccccc1)Oc1coc(CSc2ncccn2)cc1=O
43: CC1CN(C(=O)c2cc3cc(F)ccc3[nH]2)CC(C)O1 (stereo unspecified)
44: CC(=O)Nc1cccc(N2C(=O)CC(Cc3ccccc3)C2=O)c1 (stereo unspecified)
Screen / compound no.	41	42	43	44
aSyn rescue	1%	4%	-1%	1%
PTHR1 agonist	-28%	-12%	-6%	i
HEK293 tox	2%	-7%	5%	0%
TDP43 rescue	-3%	-27%	21%	11%
GLP-1R inv ag	9%	-5%	-17%	10%
Akt phos inh	i	i	i	i
MmCpn inh	-3%	3%	1%	1%
Abeta yeast res	-11%	8%	-4%	8%
FUS yeast rescue	2%	20%	7%	-4%

# A portion of the library. The share of hits here may be higher or lower than overall.
